Screening data from PubChem.
TAAR1 antagonist – human TAAR1 antagonists, primary screen, Fluo-8 calcium fluorescence, CHO RD-HGA16 cells; inhibition, % at 3 µM; antagonist; Trace amine-associated receptor 1 (Homo sapiens), Q96RJ0; hit rate 1.5% among 360,000;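 active = inhibition above a per-plate cutoff, the mean inhibition of test compounds on that plate plus 3 SD, cut at about 49% in these data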;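 also: 0% = DMSO plus EC80 beta-PEA response and 100% = DMSO alone without agonist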
Target sequence (Q96RJ0 whole entry, looked up): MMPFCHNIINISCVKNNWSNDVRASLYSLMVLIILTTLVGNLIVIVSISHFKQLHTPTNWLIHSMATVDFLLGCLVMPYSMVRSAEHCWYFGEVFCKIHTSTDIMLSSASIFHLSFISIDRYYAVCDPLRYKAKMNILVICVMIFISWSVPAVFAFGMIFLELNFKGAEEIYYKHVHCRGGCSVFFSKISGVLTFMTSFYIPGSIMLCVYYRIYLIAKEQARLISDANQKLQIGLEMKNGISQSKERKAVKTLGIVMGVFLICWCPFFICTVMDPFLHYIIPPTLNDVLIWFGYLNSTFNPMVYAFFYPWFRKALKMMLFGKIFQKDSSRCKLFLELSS
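Test system – hTAAR1-expressing CHO RD-HGA16 cells, Gα16-coupled · Reagent – β-PEA at EC80 concentration, post-compound challenge · Compound dosing – 3 µM, single point · Timing – 140 s kinetic read after compound, 140 s after agonist · Detection – Fluo-8 intracellular calcium dye fluorescence, real-time kinetic reads · Control set – DMSO and EC80 PEA controls · Repeats – n of 1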
M5 PAM – human M5 muscarinic receptor positive allosteric modulators, primary screen, CHO-K1 cells, Fluo-8 calcium fluorescence; CHO-K1 hM5, ACh EC20 PAM; 0% = ACh EC20, 100% = ACh EC100; activation, % at 3 µM; hit rate 0.3% among 360,000; Muscarinic acetylcholine receptor M5 (Homo sapiens), P08912;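 active = activation above the run cutoff, the mean activation of all test compounds plus 3 SD, cut at about 18% in these data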
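Assay system – human M5 receptor in CHO-K1 cells · Read-out – % activation, ACh-normalized · Technique – Fluo-8 calcium fluorescence · Dosing – single-point, 3 µM nominal · Incubation – Fluo-8 loading 80 min at 37 °C plus 30 min room temperature · Repeats – singlicate, one well per test compound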
M5 antag – human M5 muscarinic receptor antagonists, primary screen, CHO cells, Fluo-8 calcium fluorescence | CHO-hM5 cells, ACh EC80 | hit rate 0.59% among 360,000 | inhibition, % at 3 µM | Muscarinic acetylcholine receptor M5 (Homo sapiens), P08912 | AID 624040, 2012;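 active = inhibition above a per-plate cutoff, the mean of that plate's test compounds plus 3 SD, cut at about 27% in these data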;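 also: 0% = acetylcholine EC80 with DMSO and 100% = DMSO without agonist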
CHO-K1 Ca PAM – nonselective calcium activators in parental CHO-K1 cells, primary screen, counter-screen for M1 PAM project, cell-based, Fluo-8 calcium fluorescence, full deck, 1536-well. ATP EC20; 0% at ATP EC20, 100% at ATP max. activation, % at 3 µM. hit rate 0.02% among 360,000. AID 602247, 2012;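 active = activation above the run cutoff, the mean activation of all test compounds plus 3 SD, cut at about 40% in these data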;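 also: peak over basal fluorescence ratio in a 140 s read after ATP addition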
TAAR1 ag – human TAAR1 agonists, primary screen, Fluo-8 calcium fluorescence, CHO RD-HGA16 cells | activation, % at 3 µM | Trace amine-associated receptor 1 (Homo sapiens), Q96RJ0 | AID 624467, 2012 | vehicle wells 0%, saturating PEA agonist 100% | hit rate 0.99% among 360,000;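 active = activation above the mean activation of all test compounds in the run plus 3 SD, cut at about 38% in these data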
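Test system: RD-HGA16 (CHO) cells co-expressing Gα16 and hTAAR1 | Doses: Single dose, 3 µM | Schedule: 17-24 h seeding, 75 min 37 °C dye, 30 min RT | Evaluation: % activation from peak over basal fluorescence ratio, DMSO-to-PEA scaled | Technique: Kinetic Fluo-8 calcium fluorescence | Benchmarks: Low control DMSO, high control PEA (EC100)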
CRFBP-R2 block – antagonists of CRF-BP/CRF-R2 complex, primary screen, cell-based, HEK293, calcium dye fluorescence, uHTS; CRF-induced calcium fluorescence; inhibition, % at 11.8 µM; hit rate 0.59% among 350,000; AID 588475, 2011;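 active = inhibition of the ligand-induced calcium signal above about 50% at the single tested concentration, limit read from the data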
CRFR2-BP ag – agonists of CRF-BP/CRF-R2 complex, primary screen, cell-based, HEK293, calcium dye fluorescence, uHTS; activation, % at 13.2 µM; hit rate 0.46% among 350,000; CRF-binding protein / CRF receptor 2 complex (human); calcium dye fluorescence (FLIPR); percent of saturating CRF peptide response;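 active = activation of at least 50%, plus an integration ratio under a set limit after plate pattern correction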;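 also: plate controls were neutral control wells without compound for no effect and CRF at EC100 for full effect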
CHRM4 PAM – human M4 muscarinic receptor positive allosteric modulators, primary screen, CHO-K1 cells, Fluo-8 calcium fluorescence; CHO-K1 hM4/Gqi5, ACh EC20; 0% = ACh EC20, 100% = maximal ACh; activation, % at 3 µM; hit rate 0.4% among 360,000; AID 624126, 2012;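 active = activation above its plate's cutoff, the mean activation of sample wells plus 3 SD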; also: some results filed as inactive read as strong as hits
Target sequence (P08173 whole entry, looked up): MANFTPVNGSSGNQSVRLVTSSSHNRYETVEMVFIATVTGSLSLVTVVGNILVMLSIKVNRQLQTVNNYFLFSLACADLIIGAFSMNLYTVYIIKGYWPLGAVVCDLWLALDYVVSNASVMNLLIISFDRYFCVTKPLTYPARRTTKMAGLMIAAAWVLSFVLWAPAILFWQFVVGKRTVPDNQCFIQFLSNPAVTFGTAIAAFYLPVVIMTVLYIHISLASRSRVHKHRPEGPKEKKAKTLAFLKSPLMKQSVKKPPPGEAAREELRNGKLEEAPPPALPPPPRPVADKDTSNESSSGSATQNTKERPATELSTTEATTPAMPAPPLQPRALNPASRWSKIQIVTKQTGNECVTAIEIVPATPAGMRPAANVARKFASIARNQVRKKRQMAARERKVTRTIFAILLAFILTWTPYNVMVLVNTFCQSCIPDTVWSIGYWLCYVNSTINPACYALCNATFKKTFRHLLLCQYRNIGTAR
CHRM5 agonist – human M5 muscarinic receptor agonists, primary screen, CHO-K1 cells, Fluo-8 calcium fluorescence; Muscarinic acetylcholine receptor M5 (Homo sapiens), P08912; CHO-K1 hM5 cells; 0% DMSO wells, 100% maximal acetylcholine response; activation, % at 3 µM; hit rate 0.19% among 360,000; AID 624037, 2012;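 active = activation above the run's mean over test compounds plus 3 SD, cut at about 23% in these data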;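 also: signal is peak over basal fluorescence ratio across the kinetic read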
Active calls of the source: *; . = no result given.

No.	compound	TAAR1 antagonist	M5 PAM	M5 antag	CHO-K1 Ca PAM	TAAR1 ag	CRFBP-R2 block	CRFR2-BP ag	CHRM4 PAM	CHRM5 agonist
1	Cc1ccc(NC(=O)COC(=O)CCc2nc3ccccc3n2-c2ccccc2)c(C)c1	-1	0	-1	13	3	5	-0.7	1	-1
2	Cc1ccc2c(c1)c1c3n2CCN(CC(O)CNC(C)C)C3CCC1 (stereo not drawn)	-7	6	-1	6	9	-9	1.0	-2	-7
3	COc1ccc(CCNC(=O)CCCCCNC(=O)N2CCn3c2nc2ccccc23)cc1OC	-22	-7	16	24	2	0	0.8	-11	1
4	COc1ccc(NC(=O)CSc2nnc(-c3ccco3)n2N)cc1Cl	-23	-7	14	20	33	-2	-0.3	-1	-7
5	COc1ccc(CN2C[C@H]3CON(C)[C@H]3C[C@H]2c2ccc(-c3ccccc3)cc2)cc1	-44	-9	4	7	0	.	.	6	-1
6	CSc1nc2[nH]c(=O)[nH]c2c(=O)[nH]1	-3	-3	7	14	0	16	-0.3	6	1
7	C1=CC2=NC34CCCCC3CC3=C(CCCC3)N4C2=CC1=NC1CCCCC1 (stereo not drawn)	.	-2	8	-2	.	2	1.6	-9	0
8	CC(=O)N[C@H]1[C@H](OC2CCCCC2)O[C@H](COC(C)=O)[C@@H](OC(C)=O)[C@@H]1OC(C)=O	-5	6	-3	14	2	2	-0.4	1	-1
9	CNC(=O)Cn1nc(C)c(S(=O)(=O)N2CCOCC2)c1C	-10	8	-1	5	2	4	-1.2	5	2
10	COc1cc2ncnc(NCc3ccc4c(c3)OCO4)c2cc1OC	5	-6	4	-2	0	8	-1.0	11	-2
11	COc1ccc(S(=O)(=O)NNC(=O)C2Cc3c(ccc4ccccc34)O2)cc1 (stereo not drawn)	23	-12	8	7	8	-9	1.1	2	9
12	Cc1ccc(C)c(NC(=O)CSc2ccc(-c3ccco3)nn2)c1	-7	-2	2	-1	0	8	0.8	3	1
13	Cc1ccc(S(=O)(=O)NCCCN2CCOCC2)c(C)c1	-1	3	-5	-7	6	-6	0.3	3	-2
14	O=C(Nc1ccccn1)c1ccc(Br)c(S(=O)(=O)N2CCCCC2)c1	7	4	-4	21	3	9	1.2	-4	-3
15	O=C(Nc1ccc(Nc2ccccc2)cc1)c1ccc(Cl)cc1Cl	3	0	-13	18	0	12	0.3	-11	-7
16	O=C(COC(=O)/C=C/c1ccc(S(=O)(=O)N2CCOCC2)cc1)NC1CCCCCCC1	3	-6	12	-3	5	9	-1.9	-10	1
17	CCOC(=O)CSCc1csc(CC(=O)Nc2ccccc2C)n1	-20	-4	-4	-12	0	4	0.0	-5	0
18	CC1=CC2=NC(=O)C(c3ccccc3)C(=O)N2C=C1 (stereo not drawn)	1	-4	7	7	6	22	-3.8	-1	4
19	N/C(=N\OC(=O)c1ccccc1Cl)c1ccncc1	-26	5	8	9	0	3	-0.1	-2	-3
20	CCC(=O)N1CCN(c2ccc(Cl)cc2NC(=O)Cc2ccccc2)CC1	-8	-1	1	18	4	10	0.3	9	-4
21	COc1ccc(NC(=O)C2=CC(c3ccco3)=NS(=O)(=O)N2C)cc1	10	-9	5	-5	2	2	3.0	-8	4
22	CC(=O)c1ccccc1NC(=O)COC(=O)CN1C(=O)C2CCCCC2C1=O (stereo not drawn)	7	-3	2	2	-2	-6	-0.7	9	3
23	Cc1ccn2c(=O)nc(SCC(=O)c3ccc(Cl)cc3)nc2c1	-13	2	3	8	3	-1	0.5	-3	0
24	CC1CCCC(NC(=O)c2n[nH]c(=O)c3ccccc23)C1C (stereo not drawn)	-14	3	3	0	1	8	-0.6	2	-6
25	CC(NC(=O)CN1CCCC1)c1ccccc1 (stereo not drawn)	0	-2	5	4	3	2	2.5	3	-10
26	c1ccc(CSc2nc3ccccc3[nH]2)cc1	9	-1	7	7	-1	-5	-3.2	-7	-4
27	COc1cc(C2NC(=O)N(C)C(C)=C2C(=O)OCc2ccccc2)cc(Br)c1O (stereo not drawn)	12	4	-10	-9	1	-9	0.2	14*	0
28	CC(=O)c1ccc(OC(=O)C2CC(=O)N(c3cccc(C)c3)C2)cc1 (stereo not drawn)	5	5	-2	9	0	6	4.0	-2	1
29	O=C(Nc1ccc(C2CC2(Cl)Cl)cc1)c1cccc([N+](=O)[O-])c1 (stereo not drawn)	50*	-26	9	9	2	-8	3.5	-15	-2
30	COc1ccc(-n2nc(C(=O)NCC(=O)Nc3cc(OC)ccc3OC)c3ccccc3c2=O)cc1	48	-11	14	-20	13	-8	-0.3	-1	0
31	NNC(=O)c1cc(-c2cccs2)nc2ccccc12	-17	-6	-5	3	-2	-6	-0.7	2	5
32	NCCCCCC(=O)N/N=C/c1coc2ccccc2c1=O	-19	0	6	18	2	-4	0.9	-11	-1
33	CN(C)c1ccc(S(=O)(=O)NCC(=O)N2CCN(S(=O)(=O)c3cccc(F)c3)CC2)cc1[N+](=O)[O-]	11	-5	4	20	-1	2	1.7	-2	-8
34	COC(=O)c1cc(S(=O)(=O)N2CCC(C)CC2)cn1C	-15	5	-9	3	1	8	0.3	8	-3
35	CCOc1ccccc1NC(=O)c1ccc(NC(=O)C2CCCO2)cc1 (stereo not drawn)	-13	0	6	-7	3	2	-1.8	0	3
36	Cc1ccc(NC(=O)CCCCCCCCCCC2COCCO2)c(C)c1 (stereo not drawn)	7	-4	7	4	0	16	0.2	-11	1
37	Cc1ccc(/C=N\NC(=O)c2csnn2)cc1	-10	1	-1	-2	-2	5	1.3	-3	-1
38	O=C(Nc1ccc(Br)c2cccnc12)c1ccc(Cn2cc([N+](=O)[O-])cn2)o1	-13	5	-3	1	1	8	1.0	-4	1
39	COc1ccc(/C=C2/C(=O)ON=C2C)cc1Cl	-9	7	-3	4	2	1	2.7	4	0
40	N=C1S/C(=C\c2ccccc2F)C(=O)N1c1ccc(F)cc1	-3	-4	-3	18	3	-1	1.1	3	1
41	Cc1cccc(C)c1NC(=O)C(C)N1CCCCC1 (stereo not drawn)	3	-9	15	-4	6	-2	-0.6	2	3
42	CC1SC(c2cccc(Cl)c2)NC1=O (stereo not drawn)	5	-2	1	16	13	-4	-0.6	2	-2
43	O=C(c1ccc(N2CCN(S(=O)(=O)c3ccccc3)CC2)c([N+](=O)[O-])c1)N1CCOCC1	2	-1	3	18	8	-7	0.3	13	1
44	COc1ccccc1/C=C/c1nc2ccc(OC(C)=O)cc2c(=O)o1	-45	1	-1	-3	7	11	0.2	7	2
45	COc1ccc(Nc2nc(-c3ccc(OC)cc3)c(CCC(=O)O)s2)cc1	-22	9	0	28	10	5	-0.6	13	3
46	Cc1ccc([N+](=O)[O-])cc1N1C(=O)CS/C1=N\NC(=O)c1cccnc1	-5	-3	6	-5	9	-3	-0.2	-9	1
47	COC(=O)c1ccccc1NC(=O)c1cc2sccc2n1C	-5	-1	-2	17	16	-7	-1.1	26	1
48	Cc1csc(C(C#N)C(=O)c2ccncc2)n1 (stereo not drawn)	-9	-3	12	-9	16	-49	7.2	0	1
49	Cc1ccc(OCC(=O)Nc2ccc3c(c2)nc(CCN2CCC(C)CC2)n3C)cc1	-10	2	-2	-1	0	-15	1.1	-8	-7
50	COc1ccc(C(=O)N/C(=C\c2cccc3ccccc23)C(=O)N2CCN(C)CC2)cc1OC	14	2	3	20	3	-1	0.8	2	2
51	CCN(CC)C(=O)c1sc2c(c1C)c(=O)n(-c1ccc(OC)cc1OC)c(=O)n2CC(=O)c1ccccc1	-4	0	4	16	1	-13	0.5	-5	-2
52	COCC1CCN(C(=O)c2cc(COc3cncc(Cl)c3)on2)C1 (stereo not drawn)	-23	-1	6	19	1	0	1.2	6	-2

Grouped by structure: the entries above containing four or more nitrogen atoms (11)
No.	compound	TAAR1 antagonist	M5 PAM	M5 antag	CHO-K1 Ca PAM	TAAR1 ag	CRFBP-R2 block	CRFR2-BP ag	CHRM4 PAM	CHRM5 agonist
3	COc1ccc(CCNC(=O)CCCCCNC(=O)N2CCn3c2nc2ccccc23)cc1OC	-22	-7	16	24	2	0	0.8	-11	1
4	COc1ccc(NC(=O)CSc2nnc(-c3ccco3)n2N)cc1Cl	-23	-7	14	20	33	-2	-0.3	-1	-7
6	CSc1nc2[nH]c(=O)[nH]c2c(=O)[nH]1	-3	-3	7	14	0	16	-0.3	6	1
9	CNC(=O)Cn1nc(C)c(S(=O)(=O)N2CCOCC2)c1C	-10	8	-1	5	2	4	-1.2	5	2
30	COc1ccc(-n2nc(C(=O)NCC(=O)Nc3cc(OC)ccc3OC)c3ccccc3c2=O)cc1	48	-11	14	-20	13	-8	-0.3	-1	0
33	CN(C)c1ccc(S(=O)(=O)NCC(=O)N2CCN(S(=O)(=O)c3cccc(F)c3)CC2)cc1[N+](=O)[O-]	11	-5	4	20	-1	2	1.7	-2	-8
37	Cc1ccc(/C=N\NC(=O)c2csnn2)cc1	-10	1	-1	-2	-2	5	1.3	-3	-1
38	O=C(Nc1ccc(Br)c2cccnc12)c1ccc(Cn2cc([N+](=O)[O-])cn2)o1	-13	5	-3	1	1	8	1.0	-4	1
43	O=C(c1ccc(N2CCN(S(=O)(=O)c3ccccc3)CC2)c([N+](=O)[O-])c1)N1CCOCC1	2	-1	3	18	8	-7	0.3	13	1
46	Cc1ccc([N+](=O)[O-])cc1N1C(=O)CS/C1=N\NC(=O)c1cccnc1	-5	-3	6	-5	9	-3	-0.2	-9	1
49	Cc1ccc(OCC(=O)Nc2ccc3c(c2)nc(CCN2CCC(C)CC2)n3C)cc1	-10	2	-2	-1	0	-15	1.1	-8	-7
